# Source: PubChem BioAssay (National Center for Advancing Translational Sciences (NCATS))
# Mito fusion yeast: qHTS Assay for Small Molecule Inhibitors of Mitochondrial Division or Activators of Mitochondrial Fusion; S. cerevisiae fusion-defective mutant growth rescue, CellTiterGlo 48 h; Potency, µM (series often up to 46.1 µM), without a hit: top-dose growth rescue (activation), actives largely listed as activators; hit rate 0.23% among 320,000; AID 485298, 2010;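 also: potency is read from the fitted curve at half-maximal effect; % of control where 0% means no effect; nearly all actives have a fitted effect of over 45% in size; temperature-sensitive fusion mutants such as fzo1-1 at 37 °C on non-fermentable ethanol glycerol medium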
#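 Temperature-sensitive fusion-defective S. cerevisiae (e.g. fzo1-1, mgm1-5) were grown with compound in YPEG medium (3% ethanol, 3% glycerol) for 48 hours at 37C. Growth rescue was measured as viability by CellTiterGlo luminescence after 10 minutes at ambient.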
# A-T KAP1 phos: qHTS Assay for Identifying a Potential Treatment of Ataxia-Telangiectasia; hit rate 0.19% among 320,000; Potency, µM (doses to about 57.5 µM), without a hit: at the top dose activation, most hits filed as activators; […] A-T fibroblasts, KAP-1 phosphorylation AlphaLISA; neocarzinostatin DNA damage 30 min before lysis; also: potency is read from the fitted curve at half-maximal effect; % of control where 0% means no effect; nearly all actives have a fitted effect of over 45% in size
#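 ATM-like activity read as KAP-1 phosphorylation via AlphaLISA donor/acceptor antibody pairs after lysis and 6 hr at 25C. Cells were ATM-null patient fibroblasts ([…], hTERT), dosed 60 min, then exposed to the DSB inducer NCS for 30 min.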
# KCNH2 WT inh: qHTS for Inhibitors of KCHN2 3.1: Wildtype qHTS; Voltage-gated inwardly rectifying potassium channel KCNH2 (Homo sapiens), Q12809; U2OS, BacMam KCNH2, thallium flux FluxOr; stronger effect = lower value; activity change, % at 1.84 µM; hit rate 0.37% among 340,000;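 active = maximum activity change below -70%; inconclusive = maximum activity change between -70% and -50%; inactive = maximum activity change above -50%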; also: % is scaled to controls: 0 for no effect and ±100 for the full control effect
#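 U2OS cells transduced with wild-type KCNH2 virus are loaded with FluxOr dye for 45 min, and thallium flux is measured in kinetic reads before and after stimulation buffer. Rate constants are normalized to DMSO controls.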
# Eya2 inh: qHTS Assay for Inhibitors of the Phosphatase Activity of Eya2; AID 488837, 2010; Protein phosphatase EYA2 (Homo sapiens), O00167; Potency, µM (series often up to 76.9 µM), without a hit: at the top dose activity, negative = inhibition, actives largely listed as inhibitors; recombinant Eya2, OMFP fluorescence dephosphorylation (OMFP is methylfluorescein phosphate); hit rate 0.006% among 330,000; also: potency is read from the fitted curve at half-maximal effect; % is scaled to controls: 0 for no effect and ±100 for the full control effect
# Target sequence (O00167 whole entry, looked up): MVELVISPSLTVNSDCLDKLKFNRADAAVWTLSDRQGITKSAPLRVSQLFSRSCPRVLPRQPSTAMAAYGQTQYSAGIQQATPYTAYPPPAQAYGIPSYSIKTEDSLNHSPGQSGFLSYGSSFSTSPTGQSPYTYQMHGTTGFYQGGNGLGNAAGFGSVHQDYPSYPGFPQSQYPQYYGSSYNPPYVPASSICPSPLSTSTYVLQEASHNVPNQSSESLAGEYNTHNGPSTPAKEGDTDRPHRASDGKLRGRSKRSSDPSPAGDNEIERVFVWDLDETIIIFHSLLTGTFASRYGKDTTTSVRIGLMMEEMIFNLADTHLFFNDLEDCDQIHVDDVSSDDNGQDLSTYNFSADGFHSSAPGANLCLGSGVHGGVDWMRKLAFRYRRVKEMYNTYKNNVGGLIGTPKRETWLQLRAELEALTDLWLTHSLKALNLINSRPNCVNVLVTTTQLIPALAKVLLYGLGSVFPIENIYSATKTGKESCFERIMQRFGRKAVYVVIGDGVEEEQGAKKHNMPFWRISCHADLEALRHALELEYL
#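 Eya2 (0.2 uM) preincubated 10 min at ambient with compound, then OMFP substrate added at 50 uM; 10 min reaction in 50 mM HEPES pH 7.5, 50 mM NaCl, 5 uM MgCl2, 0.05% BSA, 1 mM DTT. Fluorescence read at Ex 485/Em 525 nm.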
# TRPV1 ag: HTS Assay for Compounds that Act as Agonists of the Vanilloid Receptor 1 | Transient receptor potential cation channel subfamily V member 1 (Homo sapiens), Q8NER1 | hit rate 0.19% among 320,000 | TRPV1-expressing cells, Fluo-8 calcium influx, agonist mode | activation, % at 8.33 µM; in the data active = activation above about 80%; inconclusive = between about 30% and that limit; also: 0% is about no effect
#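 Fluo-8 calcium influx in TRPV1-expressing cells, kinetic read (ex 480/em 520 nm). Compound added and read 3 min for agonist activity, followed by capsaicin at EC20 final and 2 min further read for enhancement.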
# ELG1 DNA repair: qHTS screen for small molecules that inhibit ELG1-dependent DNA repair in human embryonic kidney (HEK293T) cells expressing luciferase-tagged ELG1; HEK293T ELG1-luciferase reporter, luminescence, 16 h; DNA damage induced by 5-fluorouridine; Potency, µM (doses to about 46.1 µM), inactives show top-dose activity change, negative = inhibition, actives largely listed as inhibitors; hit rate 2.3% among 330,000; AID 504467, 2011; also: potency is read from the fitted curve at half-maximal effect; % is scaled to controls: 0 for no effect and ±100 for the full control effect; nearly all actives have a fitted effect of over 55% in size
#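 In this reporter screen, reduction of luminescence relative to DMSO vehicle indicated activity. Compounds and 5-fluorouridine were added together to 2,000 cells per well, incubated for 16 hr at 37 °C, then developed with ONE-Glo.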
# TSHR antagonist: Antagonists of the Thyroid Stimulating Hormone Receptor: HTS campaign | Thyrotropin receptor (Homo sapiens), P16473 | TSHR-expressing cells, TSH-stimulated cAMP HTRF, 2 h; stronger effect = lower value | activity change, negative = inhibition, % at 11.5 µM | hit rate 0.2% among 330,000 | AID 504810, 2011;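 active = activity change below a set negative limit, meaning inhibition stronger than a set level, cut at about -70% in these data; inconclusive = activity change between two set negative limits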; also: % is scaled to controls: 0 for no effect and ±100 for the full control effect
#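 TSHR-expressing cells, 200/well, pre-treated with compound, then stimulated with EC80 TSH (4nM final) for 2 hours at 37 deg C. cAMP measured by competitive HTRF: anti-cAMP cryptate antibody in lysis buffer plus cAMP-d2, read after 30 minutes at room temperature.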
# TCR activator: Activators of T cell receptors: qHTS campaign; primary human leukocytes, anti-CD3, IL-2 HTRF, 48 h; Potency, µM (titrated, usually from 9.22 µM), without a hit: top-dose activation of IL-2 secretion, usual class: activators; 330,000 tested, under 10 active; also: % of control where 0% means no effect
#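 Primary human leukocytes incubated 48 hr with anti-CD3 beads plus compound, without co-stimulation. Secreted IL-2 measured by HTRF (europium cryptate/d2 anti-IL-2 pair, 320 nm excitation, 665 nm emission).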
# KCNH2 3.1 inh: qHTS for Inhibitors of KCHN2 3.1: Mutant qHTS | Potassium voltage-gated channel subfamily H member 2, brain isoform KCNH2 3.1 (human) | U2OS KCNH2 3.1, thallium flux FluxOr; stronger effect = lower value | activity change, % (tested at about 1.8 µM) | hit rate 0.95% among 340,000;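 active = maximum activity change below -70%; inconclusive = maximum activity change from -70% to -50%; inactive = maximum activity change above -50%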;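 also: thallium influx rate constant from kinetic fluorescence after stimulation buffer; % is scaled to controls: 0 for no effect and ±100 for the full control effect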
#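 FluxOr-based Tl+ influx in U2OS cells transduced with KCNH2 3.1 virus; rate constants normalized to DMSO controls.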
# USP2a inh: qHTS Assay for Inhibitors of Ubiquitin-specific Protease USP2a Using CHOP2 as the Reporter; Potency, µM (highest dose often 38.3 µM), without a hit: top-dose activity change, negative = inhibition, hits mostly inhibitors; hit rate 0.01% among 330,000; USP2 core, Ub-CHOP2 coupled fluorogenic reporter, 485/531;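 also: potency is read from the fitted curve at half-maximal effect; plate controls were DMSO wells for no effect and full inhibition by NEM control for full effect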
#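 Deubiquitinase activity read as fluorescence (485/531 nm) after Ub-CHOP2 cleavage activates the enterokinase reporter on its substrate; USP2 core 10nM, Ub-CHOP2 and substrate 25nM each, 30min compound preincubation then 60min RT; data normalized to NEM, curves fitted.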
# Numbers without * were called inactive; ? = inconclusive; . = no result given; [ ] = another dose, or the depositor's remark. Unless noted, calls follow the shape of the dose curve; as a rule, active = well fitted curve in the direction sought with a large enough effect; inconclusive = small, poorly fitted or top-dose-only effect, or another doubt; inactive = no such curve, though single readings can be large; an effect the other way counts as inactive or inconclusive. Not all compounds are listed. The share of hits here may be higher or lower than overall.
canonical_smiles	TSHR antagonist	KCNH2 WT inh	KCNH2 3.1 inh	Eya2 inh	TCR activator	A-T KAP1 phos	TRPV1 ag	USP2a inh	Mito fusion yeast	ELG1 DNA repair
CCCCn1c2c(c(=N)c3ccccc31)CCC2	1	-8	11	-20%	2%	?	7	-1%	-5%	1.6µM*
Cc1ccc(Cc2c(C)c(C#N)c3[nH]c4ccccc4n3c2=O)cc1	-25	-12	-2	-5%	6%	26%	?	1%	12%	18µM*
CCC(Oc1cc(Cl)ccc1Cl)C(=O)NNC(=O)CCC(=O)O (centres undefined)	6	0	8	2%	1%[46.1 µM]	-4%	1	1%	-3%	-1%
c1ccc(-c2noc(-c3cccnc3)n2)nc1	0	-11	-8	-2%	-2%	5%	0	2%	-11%	?
CCCn1c(=O)[nH]c(=O)c2c1nc(-c1ccc(C(F)(F)F)cc1)n2CCOC	-6	3	-18	4%	-3%	-2%	7	3%	6%	0%
COc1ccc(-c2cc(CC3(C(=O)O)CCN(C(=O)OC(C)(C)C)CC3)on2)c(OC)c1	-3	-4	16	1%	5%	-2%	-1	2%	2%	21%
O=C(C[n+]1ccccc1)N1c2ccccc2Sc2ccccc21	-2	-21	2	7%	-5%	-1%	0	0%	-11%	4%
Cc1cc(NC(=O)Cc2ccccc2[N+](=O)[O-])no1	-14	-22	-20	-7%	.	0%	0	1%	1%	-1%
COc1ccccc1CNC(=O)CNC(=O)c1cn(-c2ccccc2OC)c(=O)c2ccccc12	-2	-4	17	-7%	-3%	2%	1	3%	-2%	-1%
O=[N+]([O-])c1nn(-c2ccc3c(c2)OCCO3)n(O)c1=NC1CCN(Cc2ccccc2)CC1	-9	.	12	8%	0%	-4%	1	-2%	-5%	?
CCOc1ccc2ncc(S(=O)(=O)c3ccccc3)c(N3CCN(c4ccc(OC)cc4)CC3)c2c1	-9	4	0	-12%	-4%[46.1 µM]	5%	6	-6%	-18%	18µM*
O=C(CN1CCN(C(=O)c2ccccc2)CC1)Nc1ccc(Br)cn1	1	21	-20	14%	14%	1%	3	-1%	0%	?
Cc1ccc(-c2nc(C#N)c(NCCCn3ccnc3)o2)cc1	6	7	-5	-2%	4%	-7%	0	3%	4%	?
Cc1ccc(NS(=O)(=O)c2ccc(C(=O)NCCN3CCOCC3)cc2)cc1	4	11	-3	-5%	0%	18%	.	1%	.	-16%
COc1ccc(CN2C(=O)CN=C2Nc2cc(C)ccc2C)cc1	3	10	0	12%	-4%	.	5	0%	4%	?
COc1ccc(-c2nc(CN3CCC(C(=O)N4CCOCC4)CC3)c(C)o2)cc1C	7	-5	6	3%	4%	-7%	16	-8%	-19%	-2%
Cc1ccsc1C(=O)OCC(=O)Nc1cccc(S(=O)(=O)N2CCOCC2)c1	21	9	-12	-2%	-9%[46.1 µM]	5%	12	2%	0%	0%
O=C(CS(=O)c1cccc(C(F)(F)F)c1)Nc1ccccc1Cl (centres undefined)	-14	3	-8	1%	4%	1%	2	2%	3%	2%
Cc1onc(-c2ccccc2)c1C(=O)OCC(=O)NC(C)c1ccc(Cl)cc1 (centres undefined)	-20	-5	8	-7%	1%	3%	17	-1%	?	?
CCOC(=O)Nc1ccc2c(c1)N(C(=O)N(CC)CC)c1ccccc1CC2	-4	10	-5	-2%	5%	-2%	22	0%	11%	6%
CC1(C(=O)N(c2ccccc2)C(C(=O)NC2CCCC2)c2ccccn2)CC(=O)N=C2C=CC=CN21 (centres undefined)	3	0	14	-6%	0%	1%	1	1%	3%	-1%
CC(=O)c1cc2c(cc1NC(=O)CCCC(=O)O)OCO2	1	5	24	9%	-4%	0%	-2	0%	1%	0%
COc1cc2c(=O)n(CCC(=O)NCC3CCCO3)c(=O)n(CC(=O)Nc3ccc(C)cc3)c2cc1OC (centres undefined)	-2	-8	3	0%	-3%	2%	-1	3%	4%	-11%

# For convenience, 13 of the compounds above:
canonical_smiles	TSHR antagonist	KCNH2 WT inh	KCNH2 3.1 inh	Eya2 inh	TCR activator	A-T KAP1 phos	TRPV1 ag	USP2a inh	Mito fusion yeast	ELG1 DNA repair
CCCCn1c2c(c(=N)c3ccccc31)CCC2	1	-8	11	-20%	2%	?	7	-1%	-5%	1.6µM*
Cc1ccc(Cc2c(C)c(C#N)c3[nH]c4ccccc4n3c2=O)cc1	-25	-12	-2	-5%	6%	26%	?	1%	12%	18µM*
CCC(Oc1cc(Cl)ccc1Cl)C(=O)NNC(=O)CCC(=O)O (centres undefined)	6	0	8	2%	1%[46.1 µM]	-4%	1	1%	-3%	-1%
c1ccc(-c2noc(-c3cccnc3)n2)nc1	0	-11	-8	-2%	-2%	5%	0	2%	-11%	?
CCCn1c(=O)[nH]c(=O)c2c1nc(-c1ccc(C(F)(F)F)cc1)n2CCOC	-6	3	-18	4%	-3%	-2%	7	3%	6%	0%
COc1ccc(-c2cc(CC3(C(=O)O)CCN(C(=O)OC(C)(C)C)CC3)on2)c(OC)c1	-3	-4	16	1%	5%	-2%	-1	2%	2%	21%
O=C(C[n+]1ccccc1)N1c2ccccc2Sc2ccccc21	-2	-21	2	7%	-5%	-1%	0	0%	-11%	4%
Cc1cc(NC(=O)Cc2ccccc2[N+](=O)[O-])no1	-14	-22	-20	-7%	.	0%	0	1%	1%	-1%
COc1ccccc1CNC(=O)CNC(=O)c1cn(-c2ccccc2OC)c(=O)c2ccccc12	-2	-4	17	-7%	-3%	2%	1	3%	-2%	-1%
O=[N+]([O-])c1nn(-c2ccc3c(c2)OCCO3)n(O)c1=NC1CCN(Cc2ccccc2)CC1	-9	.	12	8%	0%	-4%	1	-2%	-5%	?
CCOc1ccc2ncc(S(=O)(=O)c3ccccc3)c(N3CCN(c4ccc(OC)cc4)CC3)c2c1	-9	4	0	-12%	-4%[46.1 µM]	5%	6	-6%	-18%	18µM*
O=C(CN1CCN(C(=O)c2ccccc2)CC1)Nc1ccc(Br)cn1	1	21	-20	14%	14%	1%	3	-1%	0%	?
Cc1ccc(-c2nc(C#N)c(NCCCn3ccnc3)o2)cc1	6	7	-5	-2%	4%	-7%	0	3%	4%	?
